# TbHK1 inh – T. brucei hexokinase 1 inhibition; recombinant TbHK1, G6PDH-coupled NADH A340; inhibition, % at 10 µM; 220,000 tested, 0.11% active; AID 1430;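 active = inhibition of 50% or more in the single-dose primary screen; inactive = inhibition below 50%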
# Runt-SMMHC FRET – Runt domain-CBFb-SMMHC interaction inhibition. Q01196+Q13951. Cerulean-Runt/Venus-CBFb-SMMHC FRET ratio 530/480, 1 h. inhibition, % at 20 µM. 220,000 tested, 0.74% active;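 active = mean inhibition across duplicate retests at 20 µM reaching about 50%, limit read from the data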;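 note: 0% = DMSO wells and 100% = wells with excess untagged CBFb-SMMHC; inhibitors lower the FRET ratio by blocking Runt binding to CBFb-SMMHC; some results filed as inactive read as strong as hits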
# RBBP9 inh – inhibitors of human serine hydrolase RBBP9; recombinant RBBP9, FP-Rh probe fluorescence polarization; inhibition, % at 7.94 µM; 220,000 tested, 0.2% active;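 active = inhibition above the campaign mean of all tested compounds plus 3 SD, cut at about 14% in these data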;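 note: plate controls were DMSO wells with RBBP9 for no effect and wells lacking RBBP9 protein for full effect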
# Target sequence (O75884 whole entry, looked up): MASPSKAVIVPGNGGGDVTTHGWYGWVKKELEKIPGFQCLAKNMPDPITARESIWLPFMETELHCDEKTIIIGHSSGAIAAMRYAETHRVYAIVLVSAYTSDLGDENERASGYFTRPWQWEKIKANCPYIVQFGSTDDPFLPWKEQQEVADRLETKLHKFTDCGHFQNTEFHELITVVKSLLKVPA
#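 Measured by – fluorescence polarization · Test system – RBBP9 protein · Input – 2.5 µM RBBP9 dispensing solution, before mixing · Measure – percent inhibition from mP, scaled between DMSO and no-protein wells · Benchmarks – DMSO-treated enzyme wells and wells lacking RBBP9 · Times – preincubation 30 min plus labeling 45 min at 25 °C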
# NCF1 inh – inhibitors of human p47phox binding. P14598. p47phox/p22phox peptide binding, fluorescence polarization, 2 h. inhibition, % at 24.7 µM. 220,000 tested, 0.53% active. AID 1274;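 active = inhibition above about 30%, limit read from the data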;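 note: 0% = p47phox with labelled peptide and 100% = labelled peptide alone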
# p97 ATPase inh – inhibitors of human p97 ATPase; recombinant p97 ATPase, Kinase-Glo ATP luminescence, 3 h; inhibition, % at 8 µM; 220,000 tested, 0.42% active; in the data active = inhibition above about 15%;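 note: 0% = DMSO vehicle and 100% = wells lacking enzyme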
# Calpain2 inh – inhibitors of pig calpain II. purified calpain II, fluorogenic peptide substrate, 30 min. inhibition, % at 16 µM. 220,000 tested, 0.37% active;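 active = inhibition above about 50%, limit read from the data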
# Runt-CBFb FRET – inhibitors of human RUNX1 Runt domain binding to CBFb. Q01196+Q13951. AID 1496. inhibition, % at 20 µM. Cerulean-Runt/Venus-CBFb FRET ratio 530/480, 1 h. 220,000 tested, 0.46% active;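 active = inhibition over about 50% at 20 µM in the single-dose screen, limit read from the data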;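 note: 0% = DMSO wells and 100% = excess unlabeled CBFb competitor control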
#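 test system = Cerulean-Runt domain fusion protein, energy donor | probe or stimulus = Venus-CBFb binding partner, 100 nM | incubation = two 1 h room-temperature incubations shielded from light | detection = fluorescence energy transfer, 422 nm excitation, 530/480 nm emission | measure = loss of energy transfer signal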
# EBV gp42 inh – inhibitors of Epstein-Barr virus glycoprotein 42. inhibition, % (tested at 21.74 µM). Q1HVG2. 220,000 tested, 0.42% active. Fluorescence polarization binding assay, mP read-out; in the data active = inhibition above about 50%
# Target sequence (Q1HVG2 whole entry, looked up): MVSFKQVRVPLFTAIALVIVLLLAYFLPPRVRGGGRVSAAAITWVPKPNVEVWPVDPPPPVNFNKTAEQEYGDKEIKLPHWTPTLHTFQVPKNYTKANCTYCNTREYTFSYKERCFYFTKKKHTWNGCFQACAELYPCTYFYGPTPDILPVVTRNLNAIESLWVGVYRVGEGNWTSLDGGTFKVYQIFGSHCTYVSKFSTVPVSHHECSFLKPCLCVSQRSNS
# Furin inh – blocks human furin protease activity; 220,000 tested, 0.061% active; P09958; inhibition, % at 30 µM; purified furin, fluorogenic substrate cleavage; in the data active = inhibition above about 25%; note: inactives centre near -15
# Target sequence (P09958 108-714 limits assumed): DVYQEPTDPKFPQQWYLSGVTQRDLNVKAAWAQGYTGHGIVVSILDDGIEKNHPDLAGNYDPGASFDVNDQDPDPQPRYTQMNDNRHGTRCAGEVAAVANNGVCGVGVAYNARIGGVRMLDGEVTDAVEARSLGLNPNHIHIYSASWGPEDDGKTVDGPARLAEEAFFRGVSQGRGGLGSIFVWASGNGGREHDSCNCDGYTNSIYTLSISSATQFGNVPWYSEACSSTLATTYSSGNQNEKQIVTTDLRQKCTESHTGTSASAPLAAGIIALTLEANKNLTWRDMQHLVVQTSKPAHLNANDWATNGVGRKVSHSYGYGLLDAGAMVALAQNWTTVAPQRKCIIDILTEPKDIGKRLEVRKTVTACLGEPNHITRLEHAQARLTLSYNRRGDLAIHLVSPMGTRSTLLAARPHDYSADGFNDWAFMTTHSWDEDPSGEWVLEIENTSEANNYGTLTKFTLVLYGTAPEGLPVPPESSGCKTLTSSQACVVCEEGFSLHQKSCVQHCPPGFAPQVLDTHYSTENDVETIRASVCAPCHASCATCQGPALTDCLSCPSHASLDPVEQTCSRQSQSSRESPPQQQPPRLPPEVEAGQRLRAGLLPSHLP
# Starred values were filed as active, the others as inactive; · = not tested or not shown; [ ] = remark or other dose.
Runt-SMMHC FRET	TbHK1 inh	p97 ATPase inh	Furin inh	NCF1 inh	Calpain2 inh	SMILES	Runt-CBFb FRET	RBBP9 inh	EBV gp42 inh
0	-43	5	-3	-17	5	CCn1c(=O)[nH]c(=O)c2c(N)c(C(=O)c3cc(F)ccc3F)sc21	-2	-4	-11
1	-16	-5	-24	-36	-46	COc1ccc(-c2nsc3c(SCc4ccccc4)ncnc23)cc1	2	-10	-9
4	-25	-2	-11	-9	-37	CCN(CC)c1ccc(/C=N/Nc2nc(C)cc(=O)[nH]2)c(O)c1	4	-8	0
-5	27	-2	-4	-9	-8	CCN(CC)S(=O)(=O)c1ccc(N2CCOCC2)c(NC(=O)C2CCCC2)c1	0	0	-16
-1	-5	0	-20	-22	-44	COc1ccc(-n2c(=O)c3c(C)c(C)sc3n(Cc3cccc(F)c3)c2=O)c(OC)c1	-4	-4	-2
0	9	1	-14[20 µM]	0	6	CCC(C)C(NC(=O)C(C)NC(=O)CNC(=O)CNC(=O)OCc1ccccc1)C(=O)OC (stereo not drawn)	-6	1	0
-4	-5	-2	-16[20 µM]	-18	-64	O=C(Nc1ccc2c(c1)OCCO2)C1CCN(S(=O)(=O)c2cccs2)CC1	0	-6	0
-1	10	-2	-11	-8	11	O=C(NNc1cccc(Cl)c1)c1cccnc1Oc1ccccc1	1	-6	-7
10	-4	8	-21	-4	-259	C=CCN1C(=O)C2(NC(=O)c3ccccc3N2)c2ccccc21 (stereo not drawn)	2	5	-15
1	-17	5	-21	6	-15	Cc1cc(C)n2nc(C(=O)N/N=C/c3ccccc3Cl)nc2n1	2	8	-23
0	-3	3	-20	-5	19	Cc1ccccc1C(=O)NC(=S)Nc1ccc(Oc2ccc(Cl)cc2)cc1	3	2	9
-1	-6	1	-25	-5	-14	Cc1ccc(NC(=S)N(C)N)cc1Cl	-2	-3	2
2	-3	0	-7	-11	-9	Cc1ccc(C)c(NC(=S)NC(C)C(c2cccs2)N2CCOCC2)c1 (stereo not drawn)	1	-6	2
-3	-5	-1	-15[20 µM]	-12	-27	CN(C)CCNC(=O)c1ccccc1	0	-7	0
3	-7	-2	-17	-6	9	CCOc1cccc(C(=O)NC(=S)Nc2cccnc2)c1	2	-6	-5

# Rewritten with two lines to a compound: part of the list above
# Second line of a record – Runt-SMMHC FRET, TbHK1 inh, p97 ATPase inh, Furin inh, NCF1 inh, Calpain2 inh, Runt-CBFb FRET, RBBP9 inh, EBV gp42 inh
> Cc1ccc(NC(=S)N(C)N)cc1Cl
→ -1, -6, 1, -25, -5, -14, -2, -3, 2
> Cc1ccc(C)c(NC(=S)NC(C)C(c2cccs2)N2CCOCC2)c1 (stereo not drawn)
→ 2, -3, 0, -7, -11, -9, 1, -6, 2
> CN(C)CCNC(=O)c1ccccc1
→ -3, -5, -1, -15[20 µM], -12, -27, 0, -7, 0
> CCOc1cccc(C(=O)NC(=S)Nc2cccnc2)c1
→ 3, -7, -2, -17, -6, 9, 2, -6, -5

# Further records follow:
Runt-SMMHC FRET	TbHK1 inh	p97 ATPase inh	Furin inh	NCF1 inh	Calpain2 inh	SMILES	Runt-CBFb FRET	RBBP9 inh	EBV gp42 inh
9	4	-2	-10[20 µM]	-12	-32	COc1cccc(-c2[nH]nc3c2C(c2ccoc2)C(C#N)=C(N)O3)c1 (stereo not drawn)	21	-6	-4
-1	25	6	-18	-16	20	CN(c1ccc(OCC(=O)Nc2nc(-c3ccccc3)cs2)cc1)S(=O)(=O)c1ccc(F)cc1	-1	-25	-26
0	7	0	-9	3	34	CC(=O)n1nc(-c2cccnc2)nc1NCc1cccs1	-1	-8	4
3	-12	7	-20	-7	-57	O=C(N/N=C1\CC(c2ccccc2)Oc2ccccc21)c1ccccn1 (stereo not drawn)	1	-4	-8
4	-2	-6	-25	-8	-2	O=C(c1cccc(S(=O)(=O)N2CCCC2)c1)c1cccc(S(=O)(=O)N2CCCC2)c1	-3	-3	-10
4	22	3	-19	1	8	CCN(CC)S(=O)(=O)N1CCC(C(=O)NC2CCCC2)CC1	0	-6	-13
-4	-3	2	-10	-14	7	COc1ccc([N+](=O)[O-])cc1NS(=O)(=O)c1ccc(Cl)c(C(=O)Nc2sc3c(c2C#N)CCCCC3)c1	10	-6	-3
-2	-7	7	-12	0	-14	O=C(O)CC(CC(=O)Nc1ccc2ccccc2n1)c1ccccc1 (stereo not drawn)	0	-6	-8
-1	-4	2	-23[20 µM]	-6	-2	NS(=O)(=O)c1cc(C(=O)N2CCc3ccccc32)c(Cl)cc1Cl	1	2	-33
-30	-5	-2	-7	-6	82*	COc1ccc(N=C2S/C(=C\c3ccc(OCC(=O)O)cc3)C(=O)N2CCc2c[nH]c3ccccc23)cc1	40	-16	84*
-2	-7	-2	-18	3	10	CCCCN(CC)CCNS(=O)(=O)c1ccc2c(c1)oc(=O)n2C	-3	-5	-3
-3	4	0	-24	-7	-10	CCCCN(C)Cc1c(C(=O)N2CCc3ccccc3C2)nc2ccc(Cl)cn12	-5	0	-12
7	26	1	-15	-2	-7	Cc1ccc(S(=O)(=O)N2CCCC2)cc1[N+](=O)[O-]	1	-1	-11
-2	1	3	-8	-12	-11	Cn1c(=O)n(Cc2ccccc2)c2ccccc21	-1	4	-9
0	-2	-1	-6[20 µM]	-8	30	COC(=O)c1ccc(NC(=S)NC2CCCCC2)cc1	-1	-13	-14
-6	-18	-3	-18[20 µM]	2	-148	Cc1cc(=O)oc2ccc(OCC(=O)O)cc12	·	-1	-5
0	-7	-3	-6[20 µM]	18	-20	COc1cc(S(=O)(=O)NCc2ccc3c(c2)OCO3)ccc1Cl	1	-15	-10
1	32	-1	-16	-3	-20	O=C1CC(N2CCOCC2)C(=O)N1c1cccc(Cl)c1 (stereo not drawn)	0	-5	-11
3	0	4	-18	-6	-20	CC(Sc1nnnn1C)C(=O)NC(=O)NC1CCCCC1 (stereo not drawn)	-1	5	-6
-1	-2	3	-13	-14	-11	O=C1CCCCCN1C(=O)c1ccc(C(=O)N2CCCCCC2=O)cc1	0	-5	-2
-8	-12	1	-16[20 µM]	-9	-37	Cn1c(CC(=O)Nc2ccc(Cl)c(Cl)c2)nnc1SCC(=O)N1CCN(c2ccccc2)CC1	-2	-6	-8
-3	12	0	-15[20 µM]	-3	0	CC1C(=O)Nc2ccccc2N1C(=O)C1CC1 (stereo not drawn)	1	3	-15
2	5	3	-25	6	-15	O=C(c1cn(CC(=O)N2CCCCC2)c2ccccc12)C1CC1	-1	-8	-8
2	-16	-3	-8[20 µM]	-12	-127	CCCCOC(=O)CCc1nc2ccccc2[nH]c1=O	-1	-4	-20
-1	-16	2	-20	-4	-23	CC(=O)c1cc(C#N)c(NCCCN(C)C)nc1C	1	-6	-7
3	1	2	-16	3	25	CCOC(=O)c1nn(-c2ccc(Cl)cc2)c2nnc(Cc3ccc(C)cc3)c(=O)n12	-4	4	-14
-1	4	-4	-18	2	34	O=C(CSc1ccc(Br)cc1)NCC1CCCO1 (stereo not drawn)	-2	-2	-3
2	-14	9	-22	-30	-11	CCOC(=O)c1cc(-c2ccccc2)sc1NC(=O)C(C)N1C(=O)c2ccccc2C1=O (stereo not drawn)	-1	1	1
-1	-7	2	11[20 µM]	-2	18	COc1cccc(/C=N/NC(=O)C(=O)N2CCCC2)c1OC	2	11	-8
4	-5	7	-4	-6	-9	COc1ccc(-c2cc(N)n(S(=O)(=O)c3ccc(F)cc3)n2)cc1OC	-2	-3	-5
-5	-8	0	-30	-8	-10	CC[C@H](C)C(C(=O)N1CCN(C(=O)OC(C)(C)C)CC1)n1cc(C(Cc2ccc(O)cc2)NC(=O)OC(C)(C)C)nn1 (stereo partly drawn)	-3	5	-9
-6	3	-2	-19	-1	-31	O=C1CCCN1CN(C(=O)c1ccc2c(c1)OCO2)c1ccc(F)cc1	0	-8	13
1	0	-1	-21[20 µM]	-13	-61	CCOc1ccc(CN2CCCN(C)CC2)cc1	0	-9	-15
3	4	3	-12	-6	-6	CCOP(=O)(c1ccccc1)C(O)c1ccccc1 (stereo not drawn)	0	0	5
-7	-8	3	-27	-2	3	CCCCNC(=O)c1ccc(N2CCOCC2)c(NS(=O)(=O)c2ccc(OC)cc2)c1	-1	-7	1
2	5	4	-9	-4	31	FC(F)(F)c1cnc(-c2cnc(-c3cccnc3)nc2)c(Cl)c1	-4	-2	-11
6	-13	4	-14[20 µM]	-5	-152	CCS(=O)(=O)Nc1cc(C(=O)OC)ccc1C(=O)OC	5	-3	-21
1	-1	-5	-12	-2	13	COc1ccc(C2C(C#N)=C(N)OC3=C2C(=O)CC(C)(C)C3)cc1Cn1cc([N+](=O)[O-])cn1 (stereo not drawn)	0	-4	8
-1	-7	-8	0[20 µM]	-34	-4	O=c1cc(-c2ccccc2)nc2n1Cc1ccccc1-2	2	13	-11
2	2	3	-23[20 µM]	-8	-34	CCOC(=O)c1nc(C)n(-c2ccc(Cl)cc2)n1	1	7	-4
2	-21	6	-13	-16	-63	O=C(N/N=C/c1ccco1)c1cc(-c2cccc(Br)c2)nc2ccccc12	-1	-12	-3
-9	-21	4	-20	-48	48	C=CCOc1ccc(/C=N/N2C(=O)C(CC(=O)Nc3ccc(F)cc3F)SC2=NC)cc1 (stereo not drawn)	-3	-1	-11
0	6	7	-24	-14	-16	CCc1nc(SCC(=O)Nc2cc(C)on2)c2c(C)c(C)sc2n1	-4	-3	-4
-2	-10	-2	-8	-17	28	c1ccc(-c2cc3c(N4CCCCC4)ncnc3s2)cc1	-4	-6	-12
-1	5	1	-4	-9	-1	Cc1nn(C)c(C(=O)Nc2ccc(Cl)c([N+](=O)[O-])c2)c1Cl	1	-8	-20

# Entries of single compounds, looked up by structure. Values in the order: Runt-SMMHC FRET | TbHK1 inh | p97 ATPase inh | Furin inh | NCF1 inh | Calpain2 inh | Runt-CBFb FRET | RBBP9 inh | EBV gp42 inh
# CCOP(=O)(c1ccccc1)C(O)c1ccccc1 (stereo not drawn) as listed: 3 | 4 | 3 | -12 | -6 | -6 | 0 | 0 | 5
# CCOc1ccc(CN2CCCN(C)CC2)cc1 as listed: 1 | 0 | -1 | -21[20 µM] | -13 | -61 | 0 | -9 | -15

# (list continues)
Runt-SMMHC FRET	TbHK1 inh	p97 ATPase inh	Furin inh	NCF1 inh	Calpain2 inh	SMILES	Runt-CBFb FRET	RBBP9 inh	EBV gp42 inh
1	-9	2	2	-11	15	CC(NC(=O)C(C)(C)C)C(c1cccs1)N1CCOCC1 (stereo not drawn)	0	-10	-11
0	-11	6	-28	-6	-1	O=C(CCn1cnc2ccccc21)N/N=C/c1ccc(O)cc1	-1	7	-4
12	-2	5	4	-13	0	N#C/C(=C/c1cccs1)c1nc2ccccc2[nH]1	-2	-7	-14
-1	9	-8	-12	-3	1	Nc1nn(-c2ccccc2Cl)cc1-c1nn[nH]n1	1	-4	6
1	-1	2	-14[20 µM]	-19	-19	COc1cccc(NC(=O)C2c3cc(OC)c(OC)cc3C(=O)N(C)C2c2cccnc2)c1 (stereo not drawn)	-1	-3	-16
-5	-9	1	-21	-7	-12	CN1C(=S)SC(C)(C)C1NO (stereo not drawn)	0	-6	-5
0	0	-1	-15[20 µM]	-1	7	Cc1ccc2c(c1)N(CC(=O)c1cccc(Cl)c1)C(=O)C(C)O2 (stereo not drawn)	-4	-5	-7
-1	1	1	-16	-1	-20	O=C(NCc1ccco1)C1CCCN1C(=O)Nc1ccccc1Cl (stereo not drawn)	2	-8	3
-2	-1	-4	-1[20 µM]	-14	-28	O=C(NC(=S)Nc1cccc(Cl)c1N1CCCCC1)c1ccco1	-3	-9	17
1	-3	4	-22[20 µM]	-8	-13	COCCNCc1ccccc1	0	-6	-17
-2	-4	-5	-2	3	23	CSc1nc(-c2ccc(Cl)cc2Cl)[nH]c(=O)c1C#N	-1	-5	3
0	-1	-2	-16	-11	-8	CC1CCCC(NCC(=O)Nc2ccc(C(N)=O)cc2)C1C (stereo not drawn)	0	-5	-7

# Assay outcomes from PubChem.
